# Compound activity as filed in PubChem BioAssay.
# Mac1 fbg inh = inhibitors of CD11b/CD18 adhesion to fibrinogen, primary screen, K562 cells, luminescence; Integrin beta-2 (Homo sapiens) + Integrin alpha-M (Homo sapiens), P05107+P11215; ATPlite luminescence; Mn2+ added to activate the integrin; inhibition, % at 10 µM; 93,000 tested, 0.54% active; AID 1497, 2009;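 active = primary inhibition of 50% or more at 10 µM, then 40% or more on retest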; also: some results filed as inactive read as strong as hits
# Mac1 fbg enh = enhancers of CD11b/CD18 adhesion to fibrinogen, primary screen, K562 cells, luminescence. AID 1499, 2009. 93,000 tested, 0.07% active. ATPlite luminescence. Integrin beta-2 (Homo sapiens) + Integrin alpha-M (Homo sapiens), P05107+P11215. activation, % at 10 µM;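 active = 10 µM primary screen giving 50% or more activity, confirmed by 40% or more on retest at that dose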; also: strong numbers were not always called active
# PLK1 inh = human PLK1 kinase inhibitors, primary screen, biochemical, TR-FRET; Serine/threonine-protein kinase PLK1 (Homo sapiens), P53350; recombinant PLK1 kinase, TR-FRET peptide phosphorylation; inhibition, % at 10 µM; 97,000 tested, 0.53% active; AID 619, 2007;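 active = inhibition of 50% or more in the single-concentration screen; inactive = inhibition below 50%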;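 also: 0% = DMSO max control and 100% = H-89 dihydrochloride min control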
# ERb coact inh = inhibitors of ERβ-SRC1 coactivator interaction, primary screen, biochemical, TR-FRET, ERβ LBD, SRC-1 peptide. Estrogen receptor beta (Homo sapiens), Q92731. TR-FRET ER-beta LBD / SRC1-Cy5 peptide binding; receptor agonist-loaded with 1 µM estradiol. inhibition, % at 25.6 µM. 86,000 tested, 1.3% active. AID 633, 2007;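 active = compounds whose percent inhibition of the receptor-coactivator binding signal exceeds about 50% in the single-dose screen, limit read from the data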;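 also: 0% = receptor plus peptide wells without compound and 100% = peptide-only wells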
# HIV Rev-RRE inh = HIV-1 Rev-RRE binding inhibitors, primary screen, biochemical, FRET, protein-RNA interaction; inhibition, % at 8 µM; Rev peptide-RRE RNA binding; P05866; 97,000 tested, 0.79% active; AID 704, 2007;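 active = inhibition above the screen-wide mean plus 3 SD, cut at about 35% in these data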;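 also: 0% = median DMSO wells and 100% = median Neomycin B control wells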
# Target sequence (P05866 whole entry, looked up): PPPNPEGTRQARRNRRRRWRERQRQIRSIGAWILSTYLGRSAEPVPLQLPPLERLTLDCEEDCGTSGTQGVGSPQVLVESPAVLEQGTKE
#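 assay system = Cy5-tagged RRE RNA duplex with fluorescein-tagged Rev peptide | incubation = 5 + 15 min at 25 °C | also added = labelled Rev peptide | measure = % inhibition of FRET ratio versus controls | benchmarks = DMSO wells as 0% and neomycin B wells as 100% inhibition | measured by = FRET fluorescence readout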
# ERa SRC1 pot = enhancers of ERα–SRC-1 coactivator binding, primary screen, biochemical, TR-FRET, ERα LBD, low estradiol. coactivator binding (% of control), % at 25.6 µM. TR-FRET ERalpha-LBD/SRC-Cy5 coactivator binding, 2 h; 100 = basal binding, no effect. 86,000 tested, 1.3% active. Estrogen receptor (Homo sapiens), P03372. AID 639, 2007; in the data active = activity above about 200%;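 also: binding measured in presence of low estradiol as agonist stimulus; 0% = peptide alone without receptor and 100% = receptor with peptide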
# Target sequence (P03372 whole entry, looked up, the tested form may be a part): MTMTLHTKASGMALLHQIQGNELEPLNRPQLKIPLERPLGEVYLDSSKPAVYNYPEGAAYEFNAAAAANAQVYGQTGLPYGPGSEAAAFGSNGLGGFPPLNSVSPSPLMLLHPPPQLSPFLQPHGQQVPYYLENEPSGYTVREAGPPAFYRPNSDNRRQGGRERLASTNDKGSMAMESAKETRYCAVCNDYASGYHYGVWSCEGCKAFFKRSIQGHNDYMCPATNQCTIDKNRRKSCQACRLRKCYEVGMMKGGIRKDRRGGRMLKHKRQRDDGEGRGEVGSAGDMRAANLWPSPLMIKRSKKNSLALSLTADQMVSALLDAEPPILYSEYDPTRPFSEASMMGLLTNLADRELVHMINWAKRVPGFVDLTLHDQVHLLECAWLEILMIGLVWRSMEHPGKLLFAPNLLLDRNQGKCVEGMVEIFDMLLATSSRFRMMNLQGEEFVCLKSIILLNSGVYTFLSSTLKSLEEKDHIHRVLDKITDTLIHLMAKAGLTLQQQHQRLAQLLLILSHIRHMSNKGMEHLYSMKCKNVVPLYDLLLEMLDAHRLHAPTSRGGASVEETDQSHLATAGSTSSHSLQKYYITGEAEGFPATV
# ERa coact inh = ERα–SRC-1 coactivator interaction inhibitors, primary screen, biochemical, TR-FRET, ERα LBD, estradiol-bound; inhibition, % at 25.6 µM; AID 629, 2007; TR-FRET ER-alpha LBD / SRC-1 peptide; Estrogen receptor (Homo sapiens), P03372; 86,000 tested, 1.7% active; in the data active = inhibition above about 50%;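 also: 0% = receptor plus peptide control and 100% = peptide only without receptor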
# Plk1 PBD FP = Plk1 polo box domain binding inhibitors, primary screen, biochemical, fluorescence polarization; Plk1 PBD phosphopeptide binding; inhibition, %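 (tested at about 20 µM)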; 97,000 tested, 0.13% active; in the data active = inhibition above about 34%, passing the limit was not always enough
# FAK blocker = FAK kinase inhibitors, primary screen, biochemical; Focal adhesion kinase 1 (Homo sapiens), Q05397; biochemical FAK kinase activity assay; inhibition, %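 (tested at 7 µM)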; 97,000 tested, 0.84% active; AID 727, 2007; in the data active = inhibition above about 19%;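 also: 0% = DMSO and 100% = reference compound high control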
# Numbers without * were called inactive; / = no result given; [ ] = remark or other dose.
SMILES,Mac1 fbg inh,Mac1 fbg enh,PLK1 inh,ERb coact inh,HIV Rev-RRE inh,ERa SRC1 pot,ERa coact inh,Plk1 PBD FP,FAK blocker
CCn1c(-c2ccc(C(C)(C)C)cc2)n[nH]c1=S,22,-2,-10,-1,-4,95,-2,15,7
COc1cc(S(=O)(=O)N2CCCCCC2)ccc1-n1cnnn1,-2,-7,-2,-9,-5,98,1,38*,0
CCCn1c(=O)c2ccccc2n2c(SCC(=O)c3ccc(CC)cc3)nnc12,-15,0,-14,43[fluorescence artefact?],9,128,17[fluorescence artefact?],-3,4
CC(C)(C)CC(=O)Nc1ccc(Nc2ccccc2)cc1,7,-1,-6,14,-8,97,-2,-4,-4
COc1ccc(C2(C(=O)Nc3ccc(C(=O)N4CCOCC4)cc3)CCOCC2)cc1,4,-2,-3,-11,8,122,-10,10,5
Cc1ccc(C)c(NC(=O)C2CC(Cl)=CCC2C(=O)O)c1 (stereo not drawn),-22,4,-10,-27,7,101,-45,-6,-2
CCOC(=O)CC1C(=O)NCCN1S(=O)(=O)c1cc(Cl)c(Cl)cc1Cl (stereo not drawn),/,/,-25,/,1,/,/,-12,-3
CSc1cccc(NC(=O)CN(Cc2ccc(Cl)cc2)S(C)(=O)=O)c1,-4,0,4,-3[fluorescence artefact?],11,112,5[fluorescence artefact?],41,3
COc1cccc(OCc2cc(/C=N/NC(=O)c3ccn[nH]3)ccc2OC)c1,8,30,-11,/,3,/,/,-19,-1
O=C1c2ccccc2C(Nc2ccc(S(=O)(=O)N3CCOCC3)cc2)N1c1cccnc1 (stereo not drawn),-10,-1,-11,-1,7,115[fluorescence artefact?],-2,15,7
CN(C)c1ccc(/C=N/NC(=O)C(O)(c2ccccc2)c2ccccc2)o1,-19,6,-14,/,6,/,/,-8,0
Cc1ccc(OCC(=O)NCCN2CCCC2)cc1,-13,3,-10,7,6,111,-2,4,-1
CC(=O)N1c2ccccc2C(C)(C)C2CCC(C)CC21 (stereo not drawn),/,/,-13,-7,4,101,-28,16,-1
CCCOc1ccc(-c2nnn(CC(=O)c3ccc4c(c3)OCCO4)n2)cc1,37,-3,-3,-7,13,141,-10,7,-1
CCc1ccc2c(COn3nnc4ccc(S(=O)(=O)N(C)C)cc43)cc(=O)oc2c1,3,3,-5,12,5,35,41[fluorescence artefact?],-20,5
C(=N\Nc1nc(Nc2ccccc2)nc(N2CCOCC2)n1)/c1c[nH]c2ccccc12,/,/,-5,/,-5,/,/,-36,-2
CCOC(=O)c1ccc(NC(=O)CSc2ncccn2)cc1,8,3,-7,-7,5,112,-18,-11,-4
O=C(Nc1ccccc1N1CCN(C(=O)c2ccccc2)CC1)c1cc2ccccc2o1,4,-2,-13,5,5,95,10,0,-1
Cc1sc(NC(=S)NC(=O)C(C)(C)C)c(C(N)=O)c1C,-8,5,-13,/,4,/,/,-19,6
Cc1noc(C)c1S(=O)(=O)N1CCCC(C(=O)NC2CCCCC2)C1 (stereo not drawn),17,-4,4,1[fluorescence artefact?],-2,102,-1,-3,-1
Cc1cc(/C=N/n2cnnc2)c(C)n1-c1ccc(Cl)cc1Cl,-20,-2,-12,-2,0,102,-4,-3,-1
C=CCn1c2ccccc2c2nnc(SCCCn3c(=O)[nH]c4ccccc43)nc21,34,-2,-8,/,-20,/,/,-9,3
CCCC(C)c1nnc(NC(=O)c2cc(C(=O)OC)cc([N+](=O)[O-])c2)s1 (stereo not drawn),/,/,-8,/,9,/,/,12,-5
C=CCN(CC(=O)NCC1CCCO1)C(=O)CCC(=O)Nc1cc(C)on1 (stereo not drawn),1,0,2,-6,8,119[fluorescence artefact?],-1,0,1
CSC(=NNC(=O)c1ccc(O)cc1)SC,-6,2,-13,/,8,/,/,14,-2
# Next part
SMILES,Mac1 fbg inh,Mac1 fbg enh,PLK1 inh,ERb coact inh,HIV Rev-RRE inh,ERa SRC1 pot,ERa coact inh,Plk1 PBD FP,FAK blocker
COc1ccc(S(=O)(=O)N2CCC(C(=O)N3CCOCC3)CC2)cc1,/,/,-9,/,0,/,/,1,-1
CCNc1nc(SC(C(C)=O)C(C)=O)nc(N(C)C)n1,-28,3,-11,-29[fluorescence artefact?],-1,104[fluorescence artefact?],-19,7,0
Cc1cc(C)nc(NC(=O)CSc2nnnn2-c2ccccc2)n1,5,10,-6,-4,1,125,-4,-15,1
COCC(=O)N(CCc1ccc(OC)c(OC)c1)Cc1nc2ccccc2c(=O)[nH]1,2,-2,1,-5,3,97[fluorescence artefact?],-9,19,2
COc1cc(C2C3=C(CCCC3=O)Nc3[nH]n(-c4ccccc4)c(=O)c32)ccc1O (stereo not drawn),/,/,-15,/,-1,/,/,-3,-2
CC(C)(C)C1CCC(=O)C(C2(O)C(=O)Nc3ccccc32)C1 (stereo not drawn),2,-3,-20,13,-3,95,21,-4,2
O=C(C[n+]1ccc(C(=O)N/N=C/c2ccc(O)cc2)cc1)c1ccccc1,-6,0,4,24,-2,103,45[fluorescence artefact?],5,1
COc1cc2c(cc1NC(=O)Nc1cccc(C)c1)oc1ccccc12,-9,-2,-7,/,5,/,/,18,0
CC1=C(C(=O)NCc2ccccc2)C(c2ccc(C)o2)n2ncnc2N1 (stereo not drawn),-16,-1,-13,0[fluorescence artefact?],3,172,4,2,0
COc1ccc(-c2nc(CS(=O)CC(=O)NCCCN3CCCC3)c(C)o2)cc1OC (stereo not drawn),1,-5,-11,-1,2,105[fluorescence artefact?],-3,9,10
Cn1c(=O)c2c(SC3CCCC3)nc(CC(C)(C)C)nc2n(C)c1=O,/,/,-5,/,12,/,/,-8,-5
CSCCC(NC(N)=O)C(=O)NCc1ccccc1Cl (stereo not drawn),-7,-1,-8,4,7,120,-4,-11,5
CC(=O)c1c(N2CCOCC2)nc(=O)n(-c2ccccc2)c1C,-12,-3,-3,-3[fluorescence artefact?],4,96[fluorescence artefact?],6[fluorescence artefact?],-5,-1
N#Cc1ccc(/C=N/N=C(N)N)cc1,2,2,34,/,8,/,/,-8,0
COC(=O)c1cccc(CSc2nnc(-c3ccco3)n2-c2ccccc2)c1,0,-3,/,-5,/,105,1,/,/
CCC(C(=O)Nc1ncn[nH]1)(C(F)(F)F)C(F)(F)F,1,2,-5,/,5,/,/,-1,-1
Cc1ccc(S(=O)(=O)/C=C2\NC(=O)CS2)cc1,-5,6,-11,/,6,/,/,-14,-1
CN1CCN(C(=S)NC(=O)/C=C/c2cccc3ccccc23)CC1,-2,-3,-9,/,-5,/,/,-19,1
CC(NC(=O)c1ccc(CS(=O)(=O)Cc2ccccc2F)o1)c1ccc2c(c1)OCCO2 (stereo not drawn),/,/,-8,4,3,105,8,-14,3
Cn1c(=O)c2c(nc(CN3CCN(CCO)CC3)n2Cc2cccc3ccccc23)n(C)c1=O,-15,-1,-7,-2,6,101,3,-30,-1
CCOCCCNC(=O)CSc1ccccc1,-2,-6,1,-3[fluorescence artefact?],9,134[fluorescence artefact?],-3,-8,-2
Cc1nc2ncnn2c(C)c1CCC(=O)N1CCN(c2ccccn2)CC1,8,1,/,1,/,113,-5,/,/
CCCCCCCCS(=O)c1sc2nc(C)cc(C)c2c1N (stereo not drawn),44,-4,-5,-4,5,63,-2,1,4
CC(C)NC(=O)CCNC(=O)c1ccc(F)cc1,/,/,-5,46,4,99,-7,18,-2
COc1ccc(CCn2c(C)cc(C(=O)CSc3nnc(N)s3)c2C)cc1,/,/,-8,1,-2,92,11,-2,-6
# The list goes on.
SMILES,Mac1 fbg inh,Mac1 fbg enh,PLK1 inh,ERb coact inh,HIV Rev-RRE inh,ERa SRC1 pot,ERa coact inh,Plk1 PBD FP,FAK blocker
COc1cc(C(=O)NC(=S)Nc2cccc(-c3cc4ccccc4oc3=O)c2)cc(OC)c1OC,/,/,-12,/,-3,/,/,23,-4
CN1CCN(S(=O)(=O)c2ccc(Sc3nnc(-c4cccs4)n3-c3ccccc3)nc2)CC1,-19,6,-2,-6,1,97,7,7,-7
COc1ccccc1NC(=O)c1nn(-c2ccc(OC(F)(F)F)cc2)ccc1=O,-8,13,-3,/,7,/,/,-8,11
Cc1ccc(C(=O)Nc2ccc(C(=O)/C=C/c3cccs3)cc2)cc1,/,/,-6,/,0,/,/,-32,0
O=C1c2ccccc2C(=O)N1CCc1csc(-c2cccc(Cl)c2)n1,-42,2,-9,/,5,/,/,-10,-6
CCOC(=O)c1[nH]c2ccccc2c1NC(=O)c1ccc2c(c1)OCO2,25,-4,-20,5[fluorescence artefact?],2,104[fluorescence artefact?],-2[fluorescence artefact?],-2,1
CCCCn1c(CCCNC(=O)CC)nc2ccccc21,-28,-5,-12,0,2,116,-4,-11,4

# 14 compounds already listed, sorted by molecular weight, ascending.
SMILES,Mac1 fbg inh,Mac1 fbg enh,PLK1 inh,ERb coact inh,HIV Rev-RRE inh,ERa SRC1 pot,ERa coact inh,Plk1 PBD FP,FAK blocker
CC(C)NC(=O)CCNC(=O)c1ccc(F)cc1,/,/,-5,46,4,99,-7,18,-2
CCOCCCNC(=O)CSc1ccccc1,-2,-6,1,-3[fluorescence artefact?],9,134[fluorescence artefact?],-3,-8,-2
CCCCn1c(CCCNC(=O)CC)nc2ccccc21,-28,-5,-12,0,2,116,-4,-11,4
CCC(C(=O)Nc1ncn[nH]1)(C(F)(F)F)C(F)(F)F,1,2,-5,/,5,/,/,-1,-1
CN1CCN(C(=S)NC(=O)/C=C/c2cccc3ccccc23)CC1,-2,-3,-9,/,-5,/,/,-19,1
Cc1ccc(C(=O)Nc2ccc(C(=O)/C=C/c3cccs3)cc2)cc1,/,/,-6,/,0,/,/,-32,0
CCOC(=O)c1[nH]c2ccccc2c1NC(=O)c1ccc2c(c1)OCO2,25,-4,-20,5[fluorescence artefact?],2,104[fluorescence artefact?],-2[fluorescence artefact?],-2,1
Cc1nc2ncnn2c(C)c1CCC(=O)N1CCN(c2ccccn2)CC1,8,1,/,1,/,113,-5,/,/
O=C1c2ccccc2C(=O)N1CCc1csc(-c2cccc(Cl)c2)n1,-42,2,-9,/,5,/,/,-10,-6
COc1ccc(CCn2c(C)cc(C(=O)CSc3nnc(N)s3)c2C)cc1,/,/,-8,1,-2,92,11,-2,-6
COc1ccccc1NC(=O)c1nn(-c2ccc(OC(F)(F)F)cc2)ccc1=O,-8,13,-3,/,7,/,/,-8,11
CC(NC(=O)c1ccc(CS(=O)(=O)Cc2ccccc2F)o1)c1ccc2c(c1)OCCO2 (stereo not drawn),/,/,-8,4,3,105,8,-14,3
Cn1c(=O)c2c(nc(CN3CCN(CCO)CC3)n2Cc2cccc3ccccc23)n(C)c1=O,-15,-1,-7,-2,6,101,3,-30,-1
CN1CCN(S(=O)(=O)c2ccc(Sc3nnc(-c4cccs4)n3-c3ccccc3)nc2)CC1,-19,6,-2,-6,1,97,7,7,-7
